Source: PubChem
Mito fusion yeast – mitochondrial division inhibition or fusion activation | S. cerevisiae fusion-defective mutant growth rescue, CellTiterGlo 48 h | Potency, µM (highest dose often 46.1 µM), for inactives: at the highest dose growth rescue (activation), most hits filed as activators | 0.23% of 320,000 active;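 also: potency is read from the fitted curve at half-maximal effect; % of control where 0% means no effect; nearly all actives have a fitted effect of over 45% in size; temperature-sensitive fusion mutants such as fzo1-1 at 37 °C on non-fermentable ethanol glycerol medium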
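S. cerevisiae fusion-defective temperature-sensitive mutants (e.g. fzo1-1, mgm1-5) grown 48 h at 37C in YPEG (ethanol/glycerol non-fermentable) medium with 23 nl compound per well; growth rescue read as CellTiterGlo luminescence.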
BCR signal inh – inhibitors of chronic active B-cell receptor signaling; ABC-DLBCL IkBa-CBG/CBR reporter, luminescence ratio, 4 h; Potency, µM (top dose mostly 46.1 µM), without a hit: at the highest dose ratio change, negative = lower green/red ratio, actives largely listed as inhibitors; 0.05% of 340,000 active; active = well fitted inhibition curve with a large enough effect in the signal ratio, with a control signal flat, not every such curve was filed as active; inconclusive = small, poorly fitted or top-dose-only effect, or effect the other way, or a change in a side signal; the % refers to the signal ratio;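 also: potency is read from the fitted curve at half-maximal effect; plate controls were basal doxycycline-induced cells for no effect and cells given 10 µM MG132 for full effect; MG132 reads +100%, hits lower the ratio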
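Cell line TMD8 (human ABC DLBCL), stably expressing tet-inducible CBG68-IkBa fusion and CBR; IMDM/0.5% FBS; cpd up to 46 uM; dox induction, 4 h, 37C/5% CO2; dual luminescence; green/red ratio; MG132 control.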
AT treatment – potential ataxia-telangiectasia treatments restoring KAP-1 phosphorylation. […] A-T fibroblasts, KAP-1 phosphorylation AlphaLISA; neocarzinostatin DNA damage 30 min before lysis. Potency, µM (top dose mostly 57.5 µM), without a hit: at the highest dose activation, usual class: activators. 0.19% of 320,000 active. AID 485349; also: potency is read from the fitted curve at half-maximal effect; % of control where 0% means no effect; nearly all actives have a fitted effect of over 45% in size
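ATM-like activity read as KAP-1 phosphorylation via AlphaLISA donor/acceptor antibody pairs after lysis and 6 hr at 25C. Cells were ATM-null patient fibroblasts ([…], hTERT), dosed 60 min, then exposed to the DSB inducer NCS for 30 min.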
Tb PFK block – inhibitors of T. brucei phosphofructokinase; 0.17% of 330,000 active; O15648; Potency, µM (highest dose often 57.5 µM), without a hit: at the highest dose activity, negative = inhibition, most hits filed as inhibitors; T. brucei PFK, ADP-Glo luminescence;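 also: potency is read from the fitted curve at half-maximal effect; 0% = uninhibited 1x PFK enzyme wells and -100% = no-enzyme wells; nearly all actives have a fitted effect of over 60% in size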
Target sequence (O15648 whole entry, looked up): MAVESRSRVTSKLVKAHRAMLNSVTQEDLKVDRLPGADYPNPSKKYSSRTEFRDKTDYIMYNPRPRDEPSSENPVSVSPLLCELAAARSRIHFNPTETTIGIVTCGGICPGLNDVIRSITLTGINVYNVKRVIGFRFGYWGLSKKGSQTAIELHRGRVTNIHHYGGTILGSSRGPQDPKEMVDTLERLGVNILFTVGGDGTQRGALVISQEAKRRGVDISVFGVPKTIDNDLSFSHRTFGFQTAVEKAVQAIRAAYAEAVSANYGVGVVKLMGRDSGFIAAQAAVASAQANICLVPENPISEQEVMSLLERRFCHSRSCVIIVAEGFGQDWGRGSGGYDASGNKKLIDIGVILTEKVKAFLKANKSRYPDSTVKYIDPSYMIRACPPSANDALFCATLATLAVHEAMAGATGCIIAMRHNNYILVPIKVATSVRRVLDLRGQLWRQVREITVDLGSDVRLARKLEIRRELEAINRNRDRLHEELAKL
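ADP-Glo luminescence quantified ADP after 45 min at room temperature, with 1.25 nM T. brucei PFK, 0.1 mM ATP and 0.5 mM fructose-6-phosphate in pH 8.0 TEA buffer. qHTS titrations up to 57 µM; curves classified by quality.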
a7 integrin act – activators of alpha7 integrin expression for muscular dystrophy; alpha7betagal myoblasts, beta-gal FDG fluorescence, 48 h; Potency, µM (top dose mostly 38.3 µM), without a hit: at the highest dose activation, actives largely listed as activators; 0.064% of 350,000 active; AID 624291;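 also: potency is read from the fitted curve at half-maximal effect; 100% = response of the positive control SU9516; nearly all actives have a fitted effect of over 60% in size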
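alpha7betagal+/- myoblasts (passage 13, 250/well) treated 48 h at 37C with compounds at 1:260 dilution of DMSO stock. Lysed, then beta-galactosidase activity read as FDG fluorescence (ex 480/em 540) after 30 min, with pre-read for autofluorescence.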
ASM inhibitor – inhibitors of human secretory acid sphingomyelinase; P17405; placental ASM, HMU-PC fluorogenic substrate, 60 min; Potency, µM (series often up to 57.5 µM), inactives show at the top dose activity change, negative = inhibition, most hits filed as inhibitors; 0.006% of 340,000 active; also: potency is read from the fitted curve at half-maximal effect
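Steps: dispense placental human ASM, pin compound, wait 10 min at room temperature, add HMU-PC0 substrate at 9 uM final, incubate 60 min at 37 °C, add stop solution raising pH to 10, read fluorescence.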
Eya2 phos inh – inhibitors of human Eya2 phosphatase activity; O00167; recombinant Eya2, OMFP fluorescence dephosphorylation (OMFP is methylfluorescein phosphate); Potency, µM (doses to about 76.9 µM), without a hit: at the top dose activity, negative = inhibition, usual class: inhibitors; 0.006% of 330,000 active; AID 488837; also: potency is read from the fitted curve at half-maximal effect; % is scaled to controls: 0 for no effect and ±100 for the full control effect
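Eya2 protein (added as 0.2 uM solution) was preincubated with compound for 10 min at ambient temperature in 50 mM HEPES pH 7.5, 50 mM NaCl, 5 uM MgCl2, 0.05% BSA, 1 mM DTT. OMFP (added at 50 uM) then reacted 10 min; fluorescence read at 485/525 nm.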
PTAP TSG101 blk – blocks PTAP/TSG101 interaction to inhibit HIV-1 budding | Potency, µM (titrated, usually from 115 µM), for inactives: top-dose activity change, negative = inhibition, most hits filed as inhibitors | Fluorescence polarization, FITC-PTAP peptide / Tsg101 binding | AID 493005 | 340,000 tested, under 10 active | Q99816; active = well fitted inhibition curve with a large enough effect in the main read-out, with a control signal flat, not every such curve was filed as active; inconclusive = small, poorly fitted or top-dose-only effect, or effect the other way, or a change in a side signal; inactive = no such curve, though single readings can be large or run the other way; also: potency is read from the fitted curve at half-maximal effect; % of control where 0% means no effect
Target sequence (Q99816 whole entry, looked up): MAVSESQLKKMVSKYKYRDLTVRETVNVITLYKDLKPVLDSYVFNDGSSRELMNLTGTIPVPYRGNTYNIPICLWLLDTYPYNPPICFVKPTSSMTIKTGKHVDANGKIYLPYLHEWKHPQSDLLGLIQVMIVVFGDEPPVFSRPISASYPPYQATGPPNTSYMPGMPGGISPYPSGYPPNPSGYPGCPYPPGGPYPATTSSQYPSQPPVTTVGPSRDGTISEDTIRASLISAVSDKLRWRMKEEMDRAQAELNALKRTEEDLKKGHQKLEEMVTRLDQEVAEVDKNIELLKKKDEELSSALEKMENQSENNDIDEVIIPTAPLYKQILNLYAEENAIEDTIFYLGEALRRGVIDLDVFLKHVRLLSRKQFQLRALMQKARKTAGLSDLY
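Tsg101 binding domain (10 uM final) was mixed with compound and a FITC-labeled PTAP peptide (50 nM final) in HEPES pH 7.5 buffer with NaCl, Tween 20, EDTA and TCEP; fluorescence polarization was read after 20 min at r.t.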
TCR act – T cell receptor activation; primary human leukocytes, anti-CD3, IL-2 HTRF, 48 h; Potency, µM (highest dose often 9.22 µM), for the others: at the top dose activation of IL-2 secretion, actives largely listed as activators; 330,000 tested, under 10 active; AID 504894; also: % of control where 0% means no effect
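Using a-CD3 beads without co-stimulation, primary human leukocytes were exposed to compounds for 48 hr. An HTRF IL-2 kit measured the cytokine, with europium-to-d2 energy transfer producing emission at 665nm upon 320nm excitation.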
ELG1 repair inh – inhibitors of ELG1-dependent DNA repair in HEK293T cells | 2.3% of 330,000 active | Potency, µM (doses to about 46.1 µM), for the others: at the highest dose activity change, negative = inhibition, hits mostly inhibitors | HEK293T ELG1-luciferase reporter, luminescence, 16 h; DNA damage induced by 5-fluorouridine; also: potency is read from the fitted curve at half-maximal effect; % is scaled to controls: 0 for no effect and ±100 for the full control effect; nearly all actives have a fitted effect of over 55% in size
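DMSO vehicle served as the neutral condition. Each well held 2,000 cells given 5-fluorouridine plus compound; after 16 hr at 37 °C/5% CO2, ONE-Glo was added and luciferase measured 30 min later.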
TSHR antagonist – human thyrotropin receptor antagonism; P16473; TSHR-expressing cells, TSH-stimulated cAMP HTRF, 2 h; hits give low values; activity change, negative = inhibition, % at 11.5 µM; 0.2% of 330,000 active;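 active = activity change below a set negative limit, meaning inhibition stronger than a set level, cut at about -70% in these data; inconclusive = activity change between two set negative limits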; also: % is scaled to controls: 0 for no effect and ±100 for the full control effect
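Freshly harvested TSHR cells receive pin-tooled compound, then EC80 TSH at 4nM final. After 2 hours at 37 deg C, antibody in lysis buffer and cAMP-d2 are added; 30 minutes at ambient temperature precede the HTRF read.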
Numbers without * were called inactive; ? = inconclusive; / = not tested or not shown; [ ] = remark or other dose. Unless noted, calls follow the shape of the dose curve; as a rule, active = well fitted curve in the direction sought with a large enough effect; inconclusive = small, poorly fitted or top-dose-only effect, or another doubt; inactive = no such curve, though single readings can be large; an effect the other way counts as inactive or inconclusive.

Structure | Mito fusion yeast | BCR signal inh | AT treatment | Tb PFK block | a7 integrin act | ASM inhibitor | Eya2 phos inh | PTAP TSG101 blk | TCR act | ELG1 repair inh | TSHR antagonist
COc1cc(C(=O)Nc2ncccc2C)ccc1OCC(=O)N1CCOCC1 | -1% | -1% | 1% | 0% | 3% | -3% | 9% | -3% | 5% | 12% | -3
CCN(CC)c1ccc(/C=N/N2CCN(Cc3ccc(C)cc3)CC2)c(O)c1 | 1% | -28% | 0% | -2% | 17% | 7% | -9% | -6% | 6% | 17% | -7
Cc1ccc(N=C(NO)c2nonc2N)cc1 | -1% | -11% | 7% | -4% | 8% | 1% | 6% | -2% | -3% | ? | 10
Oc1ccc(NC(=S)Nc2ccc(F)cc2)cc1 | 2% | 0% | 7% | 2% | 0% | 5% | 11% | -6% | / | 14% | 10
COc1ccc(NC(=O)Cn2nnc(C(=O)NCc3ccc(C)cc3)c2N)cc1OC | 2% | -6% | -6% | 1% | 25% | 1% | -6% | 0% | 3% | ? | -4
O=S(=O)(Cc1ccc(Cl)cc1)Nc1ccc2c(c1)OCO2 | -2% | 6% | 0% | -5% | ? | 0% | -20% | -2% | / | 11% | 1
O=C(Cc1ccsc1)N1CCN(S(=O)(=O)c2cccc(F)c2)CC1 | -5% | -6% | 6% | 0% | 25% | -4% | 15% | 0% | -6% | 9% | -6
COc1cccc(-n2c(SCC(N)=O)nc3c([nH]c4ccccc43)c2=O)c1 | 0% | ? | 1% | 17% | -31% | -3% | 0% | 0% | 4% | -27% | 1
COc1ccccc1NC(=S)NCc1ccc(F)cc1 | -12% | 6% | 0% | -4% | 24% | 2% | -5% | -1% | / | -11% | 224
CCN(CC)S(=O)(=O)c1ccc(C(=O)NNC(=O)c2cccs2)cc1 | -2% | 1% | -11% | 1% | -12% | 3% | -4% | 0% | -5% | 5% | 2

A few values from the results shown.
Entry of COc1ccccc1NC(=S)NCc1ccc(F)cc1 under a7 integrin act: 24%
Entry of O=C(Cc1ccsc1)N1CCN(S(=O)(=O)c2cccc(F)c2)CC1 under a7 integrin act: 25%
Entry of O=S(=O)(Cc1ccc(Cl)cc1)Nc1ccc2c(c1)OCO2 under TSHR antagonist: 1
Entry of COc1ccc(NC(=O)Cn2nnc(C(=O)NCc3ccc(C)cc3)c2N)cc1OC under TCR act: 3%
Entry of COc1cccc(-n2c(SCC(N)=O)nc3c([nH]c4ccccc43)c2=O)c1 under ELG1 repair inh: -27%

Going on with the list.
Structure | Mito fusion yeast | BCR signal inh | AT treatment | Tb PFK block | a7 integrin act | ASM inhibitor | Eya2 phos inh | PTAP TSG101 blk | TCR act | ELG1 repair inh | TSHR antagonist
COc1ccc(/C=C/C(=O)c2c(O)ccc3c(C)cc(=O)oc23)cc1 | 15% | ? | 3% | 8% | -20% | 6% | -10% | 1% | 1%[46.1 µM] | 6% | 0
CN(CC(=O)Nc1ccccc1Cl)C(=O)C1CCN(S(=O)(=O)c2ccc3c(c2)OCCO3)CC1 | 0% | -7% | 0% | -6% | 11% | 10% | 7% | -2% | -1% | 2% | 1
Brc1ccc(-c2nnc(Cc3ccccc3)o2)cc1 | 3% | ? | 12% | 4% | ? | -2% | -5% | 1% | 0% | ? | 11
Cc1ccc2cc(C#N)c(NCCNC(=S)NCCCN3CCOCC3)nc2c1 | -11% | -8% | 5% | 0% | -21% | 185%[activator] | -8% | 0% | 0% | ? | -33
OC(CNCc1ccccc1)c1ccccc1 (stereo not given) | 4% | -3% | -1% | 1% | 0% | 1% | 3% | -9% | 2% | 4% | -8
CCN(CC)C(=O)C[n+]1cccc(/C=N/O)c1 | 0% | -2% | -3% | -7% | -4% | 7% | 0% | 5% | -2%[46.1 µM] | 13% | -4
O=[N+]([O-])c1ccc(OCCN2CCNCC2)cc1 | -7% | -20% | 2% | -19% | -11% | 7% | 2% | -4% | -3% | 14% | 7
O=C(N/N=C/c1cccs1)c1cccc2cc[nH]c12 | 1% | ? | 13% | 1% | -4% | 1% | 25µM* | -10% | 1% | -4% | -13
CCOC(=O)C1CCCN(C(=O)c2cn(CC(C)C)c(=O)c3cc(OC)c(OC)cc23)C1 (stereo not given) | 0% | 1% | -3% | 1% | -23% | 0% | -3% | -2% | 4% | ? | -10
O=C(COc1ccccc1[N+](=O)[O-])Nc1cccnc1 | -3% | 7% | 2% | -3% | 22% | 6% | 4% | 1% | / | ? | -11
Cc1nc2c(-c3ccc(F)cc3)c(C)[nH]n2c(=O)c1Cl | 0% | 1% | 0% | 0% | 2% | 1% | 2% | -11% | 6% | -1% | -12
C#CCOCCOCCOCCNc1nc(N2CCN(C(=O)[C@H](CC(N)=O)n3cc(C(N)[C@H](C)CC)nn3)CC2)nc(N2CCN(C(=O)[C@H](CC(N)=O)n3cc(C(N)[C@@H](C)CC)nn3)CC2)n1 (stereo not given in full) | / | 5% | / | 12% | 0% | 1% | 4% | -1% | -6% | 16% | -6

Printed as active in Eya2 phos inh, of those listed so far:
| compound | Mito fusion yeast | BCR signal inh | Tb PFK block | a7 integrin act | ASM inhibitor | Eya2 phos inh | PTAP TSG101 blk | TCR act | TSHR antagonist |
| --- | --- | --- | --- | --- | --- | --- | --- | --- | --- |
| O=C(N/N=C/c1cccs1)c1cccc2cc[nH]c12 | 1% | ? | 1% | -4% | 1% | 25µM* | -10% | 1% | -13 |

3 entries from above, arranged by length of the SMILES, rising.
Structure | Mito fusion yeast | BCR signal inh | AT treatment | Tb PFK block | a7 integrin act | ASM inhibitor | Eya2 phos inh | PTAP TSG101 blk | TCR act | ELG1 repair inh | TSHR antagonist
Brc1ccc(-c2nnc(Cc3ccccc3)o2)cc1 | 3% | ? | 12% | 4% | ? | -2% | -5% | 1% | 0% | ? | 11
O=C(COc1ccccc1[N+](=O)[O-])Nc1cccnc1 | -3% | 7% | 2% | -3% | 22% | 6% | 4% | 1% | / | ? | -11
C#CCOCCOCCOCCNc1nc(N2CCN(C(=O)[C@H](CC(N)=O)n3cc(C(N)[C@H](C)CC)nn3)CC2)nc(N2CCN(C(=O)[C@H](CC(N)=O)n3cc(C(N)[C@@H](C)CC)nn3)CC2)n1 (stereo not given in full) | / | 5% | / | 12% | 0% | 1% | 4% | -1% | -6% | 16% | -6
